# Compound activity (PubChem)
# MITF primary = human MITF inhibition, primary screen; O75030; AlphaScreen MITF homodimerization, bead proximity signal; inhibition, % at 2.6 µM; actives 0.91% (n = 650,000); AID 1259374; in the data active means inhibition above about 50%;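 further: 0% = vehicle wells with protein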
# GPR151 ag = activates the human receptor GPR151 | Q8TDV0 | PathHunter beta-arrestin GPR151 cells, luminescence | activation, % at 11.2 µM | actives 1% (n = 650,000) | AID 1508602; in the data active means activation above about 4.9%;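 further: 0% = median of compound wells and 100% = cells with positive control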
# Target sequence (Q8TDV0 whole entry, looked up): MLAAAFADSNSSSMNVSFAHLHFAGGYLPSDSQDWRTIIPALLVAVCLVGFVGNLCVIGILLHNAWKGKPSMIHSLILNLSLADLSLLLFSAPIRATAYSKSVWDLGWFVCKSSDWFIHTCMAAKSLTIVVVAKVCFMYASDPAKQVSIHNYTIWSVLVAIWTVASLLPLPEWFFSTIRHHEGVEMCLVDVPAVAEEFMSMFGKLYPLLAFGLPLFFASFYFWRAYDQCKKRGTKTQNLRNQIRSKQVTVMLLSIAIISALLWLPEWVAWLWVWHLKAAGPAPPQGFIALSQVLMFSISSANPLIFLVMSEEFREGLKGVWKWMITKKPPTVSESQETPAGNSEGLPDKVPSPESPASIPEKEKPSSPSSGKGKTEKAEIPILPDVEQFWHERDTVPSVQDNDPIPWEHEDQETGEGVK
# TEAD-YAP inh = TEAD-YAP interaction inhibition; HEK-TIYL cells, TEAD-Gal4/YAP UAS-luciferase luminescence; inhibition, % at 9.12 µM; actives 1.4% (n = 640,000); AID 1259422; in the data active means inhibition above about 32%;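 further: 0% = median of test compound wells and 100% = reference inhibitor wells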
# FBW7 activator = human FBW7 E3 ligase activation, primary screen | AID 1259310 | AlphaScreen FBW7–phospho-cyclin E peptide binding, activator screen | normalized activity (activation), % at 26.1 µM | actives 0.13% (n = 650,000); in the data active means normalized activity above about 1.9%;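 further: purified mutant Fbw7 with reduced substrate affinity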
# Target sequence (Q969H0 whole entry, looked up): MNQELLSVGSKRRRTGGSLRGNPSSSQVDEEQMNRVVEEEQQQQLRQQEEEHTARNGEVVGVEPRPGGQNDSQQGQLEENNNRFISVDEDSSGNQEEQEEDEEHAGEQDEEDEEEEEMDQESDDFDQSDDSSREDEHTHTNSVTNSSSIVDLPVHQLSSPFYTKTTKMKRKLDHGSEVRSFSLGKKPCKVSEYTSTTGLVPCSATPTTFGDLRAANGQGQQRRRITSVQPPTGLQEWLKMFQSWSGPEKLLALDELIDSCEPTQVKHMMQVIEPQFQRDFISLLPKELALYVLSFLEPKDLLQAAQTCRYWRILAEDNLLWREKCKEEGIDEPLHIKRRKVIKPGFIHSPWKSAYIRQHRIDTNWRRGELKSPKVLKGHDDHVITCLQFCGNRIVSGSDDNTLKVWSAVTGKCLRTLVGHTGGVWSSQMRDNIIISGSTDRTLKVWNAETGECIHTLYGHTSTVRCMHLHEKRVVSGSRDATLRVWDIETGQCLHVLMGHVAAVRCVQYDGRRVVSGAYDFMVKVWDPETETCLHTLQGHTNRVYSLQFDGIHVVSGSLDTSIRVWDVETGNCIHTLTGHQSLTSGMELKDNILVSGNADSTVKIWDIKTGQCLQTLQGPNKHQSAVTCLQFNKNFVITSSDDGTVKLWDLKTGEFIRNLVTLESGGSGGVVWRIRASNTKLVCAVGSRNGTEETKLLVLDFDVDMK
# An asterisk follows results filed as active.
nr	canonical_smiles	GPR151 ag	TEAD-YAP inh	MITF primary	FBW7 activator
1	O=C1N[C@H](CO)C(=O)N2CCN(Cc3cnn(-c4ccc(F)cc4)c3)C[C@H]12	-0.5	-5	4	0.0
2	COc1cc(OC)cc(C(=O)N2CCN(c3ccc(-n4cccn4)nn3)CC2)c1	-1.2	8	-3	0.2
3	C=CCNC(=O)c1cc2cnccc2nc1C(F)(F)F	-2.2	2	1	-0.1
4	CC(C)(C)NC(=O)Cn1c(SCC(N)=O)nc2ccccc21	-2.8	-51	19	2.0*
5	CN(C(=O)CN1CCOCC1)C1(c2ccccc2Cl)CCCCC1=O (stereo not drawn)	-1.4	-3	-5	0.0
6	C/C=C/C=C/C(=O)NCc1ccc(CNC(=O)/C=C/C=C/C)cc1	0.2	-3	18	-0.3
7	CC(C)OC(=O)c1ccccc1OC(=O)Nc1ccccc1	0.1	-24	9	0.1
8	CCOC(=O)c1cnn(-c2nc(-c3ccccc3)cs2)c1CN(CC)CCO	1.5	25	0	-0.1
9	COc1ccc(C(=O)Oc2ccc3c(C)cc(=O)oc3c2)cc1	2.1	6	-2	0.1
10	CN1C(=O)c2ccc(C(=O)c3cccc([N+](=O)[O-])c3)cc2C1=O	1.6	3	-4	0.1
11	Cc1nc2nc(CN)nn2c(C)c1CCC(=O)Nc1ccc(OC(F)(F)F)cc1	0.0	-4	11	0.0
12	O=C(CSc1nc2ccc(NC(=O)C3CCCCC3)cc2s1)Nc1ccc([N+](=O)[O-])cc1	0.5	-1	-1	-0.1
13	O=C(O)c1ccccc1-c1nc2ccccc2c(=O)[nH]1	-0.6	-4	-2	0.0
14	Cc1ccc(CSC2=NCCN2S(C)(=O)=O)cc1	2.2	1	13	0.0
15	CCc1cccc(NC(=O)Cn2ncn3c(cc4ccccc43)c2=O)c1	-0.3	-2	6	0.2
16	Cc1nc(N2CCCN(C)CC2)c2c(-c3cccs3)csc2n1	-1.1	4	33	0.6
17	COc1ccc(/C=N/NC(=O)C2COc3ccccc3O2)cc1I (stereo not drawn)	-0.7	-2	-7	0.1
18	O=C(Nc1cc(Oc2ccc(F)cc2)cc([N+](=O)[O-])c1)c1ccccc1F	0.1	0	7	-0.2
19	CCC1CN(CCC(=O)N2CCCC2c2nccs2)Cc2ccc(Cl)cc2O1 (stereo not drawn)	0.6	-4	4	0.1
20	COc1cc(C)c(C2NC(=S)NC(C)=C2C(N)=O)cc1C (stereo not drawn)	-1.0	2	7	1.0
21	Cn1nnnc1SCCNC/C=C/c1ccccc1	-1.4	2	-2	-0.1
22	O=S(=O)(Nc1cccnc1)c1ccc2c(c1)OCCO2	-0.1	1	10	0.1
23	COc1ccccc1C(=O)NCc1nnc(SCC(=O)Nc2nccs2)n1-c1ccc(F)cc1	0.5	0	1	-0.1
24	Cc1ccc(S(=O)(=O)n2nc(-c3cccnc3)nc2N)cc1	-0.2	11	7	-0.1
25	NC(=O)C1CCN(C2CC(=O)N(c3cccc(Cl)c3)C2=O)CC1 (stereo not drawn)	0.3	4	-2	0.0
26	Cn1cccc1C(=O)OCC(=O)Nc1ccc2[nH]c(=O)[nH]c2c1	0.3	-14	1	0.0
27	CC(C)(C)C(=O)CSc1nnc(NCc2ccccc2)s1	2.4	-15	7	0.0
28	CCOc1nn(-c2ccccc2)c(NC2CCCCC2)c1C(F)(F)F	-0.2	12	12	0.6
29	O=C(O)CCCCCNC(=O)OCc1ccc([N+](=O)[O-])cc1	-0.5	-8	-6	0.1
30	Cc1c(Cl)c([N+](=O)[O-])nn1CC(=O)N(C)Cc1ccccc1	-1.3	4	12	0.0
31	O=C(O)COc1ccc(Br)cc1/C=C1/NC(=O)N(Cc2ccccc2F)C1=O	0.1	-3	-2	0.0
32	COc1ccc(CCNC(=O)c2ccc(-c3ccccc3)s2)cc1	1.0	5	6	0.1
33	Cc1ccccc1-n1nc2c(c1NC(=O)c1ccc(Cl)c([N+](=O)[O-])c1)CS(=O)C2 (stereo not drawn)	-1.4	13	-2	-0.1
34	Cc1ccc(C(=O)NC2c3ccccc3Oc3ccccc32)cc1	-1.2	-11	0	-0.1
35	COC(=O)c1ccccc1NC(=O)c1sc2nc(C3CC3)cc(C(F)(F)F)c2c1N	-1.7	-1	-14	0.0
36	COc1ccc(-c2nnc(SCC(=O)c3cccs3)o2)cc1	-1.0	-52	11	0.1
37	COc1ccc(NC(=O)/C(C#N)=C/c2cccnc2)cc1	-1.6	2	16	0.2
38	Cc1ccc(/C(O)=C2\C(=O)C(=O)N(c3ccccn3)C2c2ccccc2Cl)cc1 (stereo not drawn)	-0.2	-3	9	0.0
39	CN1CCN(CC(=O)Nc2c3c(nc4ccccc24)N(C)CC3)CC1	-0.1	7	79*	-0.1
40	COC(=O)CCC/C=C1\SCC(NC(=O)c2ccccc2)C1NC(C)=O (stereo not drawn)	1.5	14	7	0.0
41	COc1ccccc1N1CCN(C(=O)c2cnc(N3CCN(c4ncccn4)CC3)c3ccccc23)CC1	5.3*	24	6	-0.1
42	O=c1/c(=C/c2ccccc2)sc2nc(-c3ccccc3)nn12	-1.2	-4	22	0.1
43	CN1CCN(C(=O)c2ccc(-c3[nH]nc4nc(-c5ccc(C=O)cc5)ccc34)cc2)CC1	0.6	4	0	0.2
44	COc1ccc(C(=O)Nc2cc(-c3nc4ncccc4o3)ccc2C)cc1[N+](=O)[O-]	0.9	9	4	-0.1
45	COc1ccc(NC(=O)CSC2=C(C#N)C(c3cccc([N+](=O)[O-])c3)CC(=O)N2)cc1 (stereo not drawn)	-0.2	16	14	0.5
46	CC(C)(C)c1ccc(C(=O)N/C(=C\c2ccc([N+](=O)[O-])cc2)C(=O)Nc2cccc(F)c2)cc1	2.7	-8	7	-0.2
47	Cc1cc(-c2ccccc2)nc2cc(C(=O)Nc3ccc(Cl)cc3Cl)nn12	-1.5	-2	-12	-0.1
48	O=S(=O)(NCC1(c2ccccc2)CCOCC1)C1CC1	-1.1	6	5	0.2
49	Cc1cccn2c(=O)c3cc(C(=O)Nc4ccc(Br)cc4)sc3nc12	-0.1	11	8	0.1
50	Cc1cccc(N2C(=O)N(c3ccccc3C)C3CS(=O)(=O)CC32)c1 (stereo not drawn)	-1.0	5	-1	-0.1

# Additional entries follow.
nr	canonical_smiles	GPR151 ag	TEAD-YAP inh	MITF primary	FBW7 activator
51	O=c1c2c(n3cnnc3n1Cc1ccccc1)-c1ccccc1CC21CCCCC1	0.9	0	-3	0.2
52	O=C(OCc1ccccc1)N1CCN2C(=O)[C@@H]3C[C@@H](O)CN3C(=O)[C@H]2C1	0.3	-3	-7	-0.2
53	CCOc1cc(C=O)ccc1OCCOCCOc1ccc(C)cc1	-1.4	8	19	0.1
54	CC(=O)Nc1ccc(NC(C)=O)c2c1C(=O)c1c(NC(C)=O)ccc(NC(C)=O)c1C2=O	1.5	1	82*	-0.1
55	O=C(Nc1ccc(N2CCOCC2)cc1)C1CCN(c2ccc(NCc3cccnc3)nn2)CC1	-0.5	5	1	-0.2
56	CC(=O)c1c(C)nc(-c2ccc(Cl)cc2)nc1N=CN(C)C	0.4	-64	-3	0.6
57	COCC1=C(C(=O)OC)C(c2cccc(C)c2)C(C#N)=C(N)O1 (stereo not drawn)	-0.2	-3	5	-0.1
58	CC(=O)Oc1c(Cl)cc(N(C(C)=O)S(=O)(=O)c2ccc(C)cc2)cc1Cl	1.5	-8	-5	-0.1
59	CN(C)S(=O)(=O)c1ccc(C(=O)NCc2nnc(SCC(=O)N3CCc4ccccc43)n2-c2ccc(F)cc2)cc1	0.3	8	-1	-0.1
60	Cc1ccc(S(=O)(=O)N(CC(=O)NCCSc2ccccn2)c2ccccc2Cl)cc1	0.4	10	2	0.0
61	N[C@H](Cc1ccccc1)C(=O)Nc1cc(-c2ccncc2)c[nH]c1=O	2.4	3	19	-0.3
62	COc1ccc(/C(C)=N/Nc2ccc(S(=O)(=O)N3CCCC3)cc2[N+](=O)[O-])cc1	-1.2	9	-8	0.0
63	CCOc1ccc(C(=O)Oc2coc(CSc3nc(C)cs3)cc2=O)cc1	-0.1	-3	6	0.0
64	COc1ccc(-c2cc(NCCOc3ccccc3)ncn2)cc1	-0.1	-3	15	0.1
65	Cc1cc(C)n(-c2cccc3cccnc23)n1	1.2	-4	13	0.1
66	Cn1c(=NC(=O)c2ccc(S(=O)(=O)N3CCOCC3)cc2)sc2cc(F)ccc21	0.7	6	4	0.1
67	CC(=O)N1N=C(c2ccccc2)CC1c1cn(-c2ccccc2)nc1-c1ccc(C)cc1 (stereo not drawn)	6.0*	-6	8	0.0
68	O=C(NC1=NCCS1)c1ccccc1Cl	0.6	-7	-2	-0.1
69	Cc1ccc(NC(=O)c2cc([N+](=O)[O-])ccc2NCCO)cc1Cl	3.4	-19	-2	-0.1
70	C=CCc1ccc(OCCN2CCN(CC)CC2)c(OC)c1	-0.4	-6	71*	-0.1
71	CCOC(=O)N=Nc1c(O)[nH]c2ccc(OC)cc12	-0.5	-31	0	0.0
72	O=C(Nc1cccc(Cl)c1)c1cc2nc(-c3ccc(Cl)cc3)cc(C(F)(F)F)n2n1	0.2	1	15	-0.1
73	CSc1ccc(S(=O)(=O)NC2CCCC2)cc1	0.4	6	-5	-0.2
74	CC(=O)Nc1ccc(OCC(O)Cn2c3ccc(Br)cc3c3cc(Br)ccc32)cc1 (stereo not drawn)	0.5	-22	-15	0.0
75	C=CCn1c(NC(=O)c2ccccc2)c(C#N)c2nc3ccccc3nc21	1.1	10	14	0.1
76	COc1ccc(-c2nnc(SCC(=O)NCCc3ccccc3)nc2-c2ccc(OC)cc2)cc1	0.1	6	-6	0.2
77	CS(=O)(=O)N1CCN(C(=S)NCc2ccc(F)cc2)CC1	-0.6	4	6	0.1
78	Cc1[nH]nc2c1C(c1c(OC(=O)N3CCOCC3)ccc3ccccc13)C(C#N)=C(N)O2 (stereo not drawn)	-1.7	-6	1	-0.1
79	CCOC(=O)CN(c1ccccc1Cl)S(=O)(=O)c1ccc(F)cc1	23*	7	-2	0.0
80	O=C(O)c1ccc(CN2C(=O)c3cccnc3C2=O)cc1	0.4	-11	16	-0.4
81	CCCCOc1ccc(C2=N/C(=C/c3ccc(/C=C4/N=C(c5ccc(OCCCC)cc5)OC4=O)cc3)C(=O)O2)cc1	0.2	-3	4	0.1
82	COc1ccc(Cl)cc1C(=O)NC(=S)Nc1ccc(NC(C)=O)cc1	-1.9	-12	-4	0.0
83	O=C(Nc1c(C(=O)Nc2ccccc2F)oc2cccnc12)c1ccc(F)c(F)c1	-0.3	-13	13	-0.1
84	Cc1csc(NC2OC(=O)c3ccccc32)n1 (stereo not drawn)	0.4	-6	17	-0.1
85	COc1ccc(OC)c(NC(=O)CSc2nnc3n(N)c(=O)c(C(C)(C)C)nn23)c1	1.6	5	-6	0.2
86	OCCOCCN1CCN(Cc2cccc(Cl)c2)CC1	0.4	3	2	-0.1
87	Clc1nc(N(c2ccccc2)c2ccccc2)nc(N(C2CCCCC2)C2CCCCC2)n1	0.1	-6	36	0.6
88	COC(=O)c1ccc(CN(Cc2ccc(OC)c(OC)c2)S(=O)(=O)c2cc(C(=O)Nc3cccc(OC)c3)ccc2F)cc1	-0.7	13	4	0.2
89	Cc1cnc(Nc2nccc3ccccc23)nc1NCCN(C(C)C)C(C)C	-0.4	1	3	0.0
90	Cc1cc(Nc2ccc3c(c2)OCO3)nc(NC2CCN(Cc3ccccc3)CC2)n1	-0.6	7	1	-0.2

# Five neighbouring compounds out of the list so far:
nr	canonical_smiles	GPR151 ag	TEAD-YAP inh	MITF primary	FBW7 activator
81	CCCCOc1ccc(C2=N/C(=C/c3ccc(/C=C4/N=C(c5ccc(OCCCC)cc5)OC4=O)cc3)C(=O)O2)cc1	0.2	-3	4	0.1
82	COc1ccc(Cl)cc1C(=O)NC(=S)Nc1ccc(NC(C)=O)cc1	-1.9	-12	-4	0.0
83	O=C(Nc1c(C(=O)Nc2ccccc2F)oc2cccnc12)c1ccc(F)c(F)c1	-0.3	-13	13	-0.1
84	Cc1csc(NC2OC(=O)c3ccccc32)n1 (stereo not drawn)	0.4	-6	17	-0.1
85	COc1ccc(OC)c(NC(=O)CSc2nnc3n(N)c(=O)c(C(C)(C)C)nn23)c1	1.6	5	-6	0.2

# Going on with the list.
nr	canonical_smiles	GPR151 ag	TEAD-YAP inh	MITF primary	FBW7 activator
91	OCc1cccnc1	-1.2	8	21	0.3
92	CC[C@@H]1NC(=O)[C@H]2CN(C(=O)c3cc(F)ccc3F)CCN2C1=O	-0.6	-4	-9	-0.2
93	COCCNC(=O)CN1N=C(c2ccc(OC)cc2)Cn2c(cc3ccccc32)C1=O	0.9	2	11	0.0
94	Cc1ccc2nc(/C(C#N)=C\c3ccco3)[nH]c2c1	0.5	-61	1	0.1
95	O=C(C1CCC(Cn2c(=S)[nH]c3ccccc3c2=O)CC1)N1CCCCC1 (stereo not drawn)	-0.9	-6	-4	-0.1
96	O=C(c1ccncc1)N(c1ccc2oc(=O)sc2c1)S(=O)(=O)c1ccccc1	1.7	15	13	0.0
97	O=C(CC1(O)C(=O)Nc2c(C(F)(F)F)cccc21)c1ccc(Cl)cc1 (stereo not drawn)	-0.6	7	-2	-0.3
98	COC(=O)c1cc(S(=O)(=O)N(C)c2cccc(C)c2)cn1C	1.9	-1	14	0.1
99	O=C(N1CCCC1)C1(c2ccccc2)CCOCC1	3.0	12	8	0.6
100	O=C(Nc1ccc(F)cc1F)NC1CC(=O)N(c2ccc(F)cc2)C1 (stereo not drawn)	-0.4	-1	-3	-0.1
101	O=C(CSc1ccc(C(F)(F)F)cc1[N+](=O)[O-])Nc1ccccc1Cl	0.8	-1	-1	0.0

# Individual results from above.
# GPR151 ag with `COCCNC(=O)CN1N=C(c2ccc(OC)cc2)Cn2c(cc3ccccc32)C1=O` stands at 0.9
# MITF primary with `CN1C(=O)c2ccc(C(=O)c3cccc([N+](=O)[O-])c3)cc2C1=O` stands at -4
